# Polio RdRp inh = inhibitors of poliovirus RNA polymerase binding and polymerization; poliovirus polymerase elongation, fluorescence polarization; hits give low values; AID 588519; 150,000 compounds, 0.66% hits; % elongation, % (compound at 16.7 µg/mL); P03300; in the data active = % elongation below about 90%; note: some results filed as inactive read as strong as hits
# Target sequence (P03300 1749-2209 limits assumed): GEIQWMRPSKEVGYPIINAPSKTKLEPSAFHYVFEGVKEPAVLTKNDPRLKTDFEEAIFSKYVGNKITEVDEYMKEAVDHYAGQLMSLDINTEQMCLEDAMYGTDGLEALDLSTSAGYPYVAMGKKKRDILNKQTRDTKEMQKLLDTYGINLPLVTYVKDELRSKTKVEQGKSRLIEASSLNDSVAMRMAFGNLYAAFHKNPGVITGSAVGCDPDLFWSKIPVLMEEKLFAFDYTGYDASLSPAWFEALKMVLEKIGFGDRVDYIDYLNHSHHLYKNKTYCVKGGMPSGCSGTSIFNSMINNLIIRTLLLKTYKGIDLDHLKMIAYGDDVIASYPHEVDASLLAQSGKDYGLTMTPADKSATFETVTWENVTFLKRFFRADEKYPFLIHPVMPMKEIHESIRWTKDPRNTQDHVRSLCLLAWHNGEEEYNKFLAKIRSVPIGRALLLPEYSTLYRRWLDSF
# Polio RdRp inh FP z-score = recorded beside Polio RdRp inh, whose call it bears; z-score; measured here: FP z-score; hits read low
# * = called active by the depositor.
SMILES,Polio RdRp inh,Polio RdRp inh FP z-score
CC(C)N1C(=O)C2ON(c3ccc(Cl)cc3)C(c3ccccc3)C2C1=O (stereo not given),105,0.8
CC(=O)Nc1ccc(S(=O)(=O)N2CCCCC2)cc1,101,0
COc1ccc(C2=NN(C(=O)CN3CCCCC3)C(c3ccc(OC)cc3)C2)cc1 (stereo not given),106,1.4
COc1ccc2[nH]cc(C(=O)CSc3nnc(-c4ccoc4)c(-c4ccoc4)n3)c2c1,102,0.1
C=CC1(C)OCO/C1=C\C[N+](C)(C)C (stereo not given),110,0.7
Cc1ccc(C)c(Nc2nc3c(S(=O)(=O)c4ccc(Br)cc4)nnn3c3ccsc23)c1,105,-0.2
CCN(C(=O)Cn1c(=O)n(CC)c(=O)c2ccccc21)c1ccccc1,100,-0.6
CCSc1nnc(C2CCCN(C(=O)C3CCC(OC)CC3)C2)n1C (stereo not given),102,0.1
Clc1ccc2oc(-c3ccccc3)cc(=NCc3ccco3)c2c1,100,-0.3
CCc1cnc2c(c1SCC(=O)N1CCC(C)CC1)c(=O)n(C)c(=O)n2C,111,1
CCCC(=O)Oc1ccccc1NS(=O)(=O)c1ccccc1,102,0.2
COc1ccc2[nH]c(C)c(CCN(Cc3cccs3)C(=S)NC3CCCCC3)c2c1,103,0.4
COc1cc(NC(=O)CSc2nc3nc(C)c(Cc4ccccc4Cl)c(C)n3n2)cc(OC)c1,104,-0.8
CCN(CC)S(=O)(=O)c1ccc2nc(COC(=O)c3n[nH]c4ccccc34)[nH]c2c1,107,0.5
Cc1noc(C)c1C(=O)Nc1nnc(SCc2ccc(Cl)cc2)s1,108,-0.3
CCOc1ccc(N2CC(NC(=O)c3ccc(Cl)cc3)CC2=O)cc1 (stereo not given),111,0.9
Cc1nnc(SC2CCOC2=O)n1C1CCCCC1 (stereo not given),99,-0.3
Cc1ccc(-c2c(C(=O)N3CCN(c4cccc(C)c4C)CC3)oc(=O)c3ccccc23)cc1,108,-0.4
CSc1ncc(C(=O)NC2CCCCC2)c(C)n1,104,0.3
NCc1cccc(C(F)(F)F)c1,102,-0.1
Cc1cc(Nc2ccc(Cl)cc2)n2cnnc2n1,103,-1.4
Cc1ccc(N2C(=O)c3cccnc3C2Nc2ccc(S(=O)(=O)N3CCOCC3)cc2)cc1 (stereo not given),102,0
Oc1ccc(C=Nc2ccccc2)cc1,102,0.1
COc1ccccc1CNC(=O)Cn1cc2c(n1)-c1c(oc(C(=O)N3CCOCC3)c1C)CC2,115,1.4
CCCN(Cc1nnc(-c2ccccc2Cl)o1)C(=O)Cc1coc2cc(OC)ccc12,106,0.4

# A different layout for part of the listing above.
SMILES | Polio RdRp inh | Polio RdRp inh FP z-score
CSc1ncc(C(=O)NC2CCCCC2)c(C)n1 | 104 | 0.3
Cc1ccc(N2C(=O)c3cccnc3C2Nc2ccc(S(=O)(=O)N3CCOCC3)cc2)cc1 (stereo not given) | 102 | 0
CCCN(Cc1nnc(-c2ccccc2Cl)o1)C(=O)Cc1coc2cc(OC)ccc12 | 106 | 0.4

# Next section
SMILES,Polio RdRp inh,Polio RdRp inh FP z-score
CCc1nc(N)ncc1-c1nnnn1-c1ccc(C)cc1,100,-0.3
COc1ccccc1CNC(=O)c1cc2cc(C)ccc2n1C,110,0.7
CCN=C(NCC)SC1CC(=O)N(CCc2ccccc2)C1=O (stereo not given),105,0.1
COCCNc1ccc(-c2nc(-c3ccncc3)no2)cc1[N+](=O)[O-],110,0.5
CCCOc1ccc(C(=O)N2CCCC2)cc1,102,0
COC(=O)c1cc2sccc2n1Cc1c(C)cc(C)cc1C,110,1.3
CC1CCN(C(=O)C2=NN(C3CCS(=O)(=O)C3)C(=O)CC2)CC1 (stereo not given),104,0.1
CCOc1ccc2c(c1)[nH]c(=S)n2C,95,-1.1
CCCCc1n[nH]c2c1/C(=N\O)CC(c1ccccc1)C2 (stereo not given),101,-0.2
CC(C)CCn1c(SCc2cccc(F)c2)nc2ccsc2c1=O,109,0.8
CCC(=Nc1ccc(N)cc1)C1=C(O)CC(C)(C)CC1=O,101,-0.1
CCC(C)N1C(=O)S/C(=C/c2ccc3c(c2)n(C)c(=O)n3C)C1=O (stereo not given),98,-0.8
CCOc1ccc2c(c1)sc(=NC(=O)c1cc3ccccc3cc1OC)n2C,102,0
O=C(CCc1c[nH]c2ccccc12)N1CCN(S(=O)(=O)c2ccc3c(c2)OCCO3)CC1,104,0.1
Cc1ccc(NC(=O)c2ccc3snnc3c2)cc1,104,0.9
Cc1nc2c(Cl)c(Cl)ccc2s1,99,-0.3
CC(C)(C)c1ccc(CSc2nc3c(c(=O)[nH]2)CCCC3)cc1,102,-0.7
CC1CCCCN1C(=O)CSc1nc(-c2ccccc2)cc(C(F)(F)F)n1 (stereo not given),101,0
CCOC(=O)C1=C(C)NC(=O)C(C(N)=O)C12CCCCC2 (stereo not given),114,1.1
C1CN2CN3CCN(CN1C3)C2,103,0.3
O=C(N/C=C/n1cnc2cc(C(F)(F)F)ccc21)c1cccs1,103,0.5
CN1C(=O)N(C)C2(c3ccccc3)NN3C(=O)CSC3=NC12c1ccccc1 (stereo not given),106,0.2
CCCSc1ncc(Cl)c(C(=O)Nc2c(C)n(C)n(-c3ccccc3)c2=O)n1,100,-0.2
COc1cc2c(no[n+]2[O-])n2nnnc12,98,-0.9
CC(C)(C)NC(=O)CN1CCN(CCC#N)CC1,99,-0.3

# A different layout for four compounds above.
# Values run as follows: Polio RdRp inh	Polio RdRp inh FP z-score
COCCNc1ccc(-c2nc(-c3ccncc3)no2)cc1[N+](=O)[O-]
    110	0.5
CCCOc1ccc(C(=O)N2CCCC2)cc1
    102	0
COC(=O)c1cc2sccc2n1Cc1c(C)cc(C)cc1C
    110	1.3
CC1CCN(C(=O)C2=NN(C3CCS(=O)(=O)C3)C(=O)CC2)CC1 (stereo not given)
    104	0.1

# Next structures:
SMILES,Polio RdRp inh,Polio RdRp inh FP z-score
CCc1ccc(-n2c(=O)c3ccc(C(=O)NCCc4ccccc4)cc3n(Cc3ccccc3C#N)c2=O)cc1,106,0.4
CC(c1ccccc1)N(Cc1ccccc1)C(=S)Nc1ccccc1 (stereo not given),104,0.6
O=c1cc(COc2ccccc2)nc2sccn12,99,-0.9
CCNC(=O)c1ccc(NC(=O)N2CCCCc3ccccc32)cc1,108,0.2
O=C(O)C1CCCN(C(=O)c2cnn(-c3ccccc3)c2-n2cccc2)C1 (stereo not given),102,0.1
COC(=O)C1=C(CS(=O)(=O)c2ccc(C)cc2C)NC(=O)NC1c1ccc(C)cc1 (stereo not given),104,-0.7
CN(C)C(Cc1ccccc1)C(=O)c1cccn1C (stereo not given),102,0.2
CC1=C(C(=O)N2CCN(c3ccccc3)CC2)C2(CCN(S(C)(=O)=O)CC2)OC1=O,102,0.5
O=C(CSc1nc2ccsc2c(=O)n1NC(=O)c1ccccc1)NCc1ccco1,99,-0.6
COC(=O)c1c(NC(=S)N(C)Cc2c(C)nn(C)c2C)sc2c1CCC2,101,0.5
O=C(CCN1CCOCC1)Nc1ccc(S(=O)(=O)Nc2cc(Cl)cc(Cl)c2)cc1,104,0.4
COc1ccc(CCN2Cc3nc4ccccc4c(=O)n3CC2=O)cc1,105,0.4
Cn1nc(C(=O)N2CCN(c3ccccc3)CC2)c2c1-c1ccccc1S(=O)(=O)C2,110,0.8
CCN(CC)c1cc(NC2CCCCC2)c2c3c(onc13)-c1ccccc1C2=O,87,-2.2
O=C(CCN1C(=O)c2ccccc2C1=O)NCCc1ccccc1,103,0.8
O=C1C2C3c4ccccc4C(c4ccccc43)C2C(=O)N1/N=C/c1ccco1 (stereo not given),105,1
COc1cc(OC)nc(NC(=O)C(C)C)n1,106,0.1
CC(=O)Nc1scc2c1c(=O)oc1ccccc12,103,0.3
COc1ccc(N2CCN(CCCNC(=O)C3COc4ccccc4C3)CC2)cc1 (stereo not given),105,-0.4
CC(C)(C)C(=O)CSc1nc(N)cc(N)n1,108,1
O=C1CCCN1C(=O)CSc1nc2cc(Cl)ccc2s1,110,1
O=C(NC1CCCCC1)C1CCN(C(=O)c2ccco2)CC1,100,-0.7
Cc1ccc(S(=O)(=O)N(C)c2nc3ccccc3nc2Sc2nnnn2C)cc1,99,-0.2
CCc1ccc(NC(=O)CSC2=Nc3ccccc3C3=NC(CC(=O)NCc4cccs4)C(=O)N23)cc1 (stereo not given),109,0.4
CCn1nnc2c(N3CCN(C=O)CC3)ncnc21,103,0.1
# Next part
SMILES,Polio RdRp inh,Polio RdRp inh FP z-score
COc1ccc(N(C(=O)COc2c(C)cccc2C)S(=O)(=O)c2ccc(Cl)cc2)cc1,102,-0.4
Cc1ccc(CCNC(=O)CCCn2c(=O)c3ccccc3n(CC(N)=O)c2=O)cc1,101,0.1
OC(CNCc1ccco1)CON=C1c2ccccc2-c2ccccc21 (stereo not given),103,0.3
O=C(NCc1ccccc1)C(c1ccccn1)N(C(=O)c1csnn1)C1CC1 (stereo not given),100,-0.2
Oc1ccccc1CNc1ccc(Br)cc1,101,-0.3
Cc1csc(SCc2ccc(C(=O)O)cc2)n1,101,-0.1
CCN1C(=O)c2ccc(-c3ccc(C=C4C(=O)NC(=O)NC4=O)o3)cc2C1=O,91,-2.8
O=S(=O)(Nc1ccc(OC(F)(F)F)cc1)c1ccc(N2CCCCS2(=O)=O)cc1,105,0
CC1=C(C#N)C(=O)N(C)C(=O)/C1=C/c1ccc(-c2ccccc2C(=O)O)o1,98,-1
N#CCC(=O)N1CCN(c2ccccc2)CC1,99,-0.6
Cc1cc(=O)n2c(C(=O)Nc3ccc(C)c(Cl)c3)c(C(=O)Nc3ccccc3)sc2n1,101,-1.4
Cc1oc(-c2ccc(Cl)cc2)nc1CN1CCCC(C(=O)N2CCN(C(=O)c3ccco3)CC2)C1 (stereo not given),100,-0.2
Cc1ccc2scc(N3CCCC(C)C3)c(=O)c2c1 (stereo not given),107,0.7
O=C(Nc1ccccc1)C(CC(=O)N1CCOCC1)C(=O)c1ccccc1 (stereo not given),103,0.2
C=CCNc1oc(COc2cccc(Cl)c2)nc1C#N,102,0.4
CCN(C(=O)CSc1nc(N)cc(=O)[nH]1)C1=CCCC1,101,-0.1
CC1CCCCN1C(=O)COC(=O)/C=C/c1ccc2ccccc2n1 (stereo not given),103,0.1
CCC(C)NC(=O)CCCc1nnc2n(CC(C)C)c(=O)c3sccc3n12 (stereo not given),110,-0.6
CCn1cc(C(=O)N2CCN(c3ccccc3)CC2)c(=O)c2cc(S(=O)(=O)N(C)C3CCCCC3)ccc21,68*,-6.6*
COC(=O)c1scc(-c2ccc(C)cc2)c1S(=O)(=O)Nc1cccc(C(F)(F)F)c1,104,-0.6
CC(=O)n1nc(-c2ccc(Cl)cc2)nc1NCc1ccc(F)cc1,104,0.6
CC(C)CCNC(=O)c1csc2c1CCCC2,101,-0.4
COc1ccc(C)cc1Cn1c(S(C)(=O)=O)nc2ccccc21,101,-0.1
O=C(COCC(=O)N1CCN(c2ccccc2)CC1)N1CCN(c2ccccc2)CC1,101,-0.3
Cc1ccc(CN(Cc2ccco2)C(=S)NCC(=O)N2CCC3(CC2)OCCO3)cc1,99,-0.3

# Single entries from the list.
# Entry of Cc1ccc(N2C(=O)c3cccnc3C2Nc2ccc(S(=O)(=O)N3CCOCC3)cc2)cc1 (stereo not given) in Polio RdRp inh: 102
# Entry of Cc1ccc(-c2c(C(=O)N3CCN(c4cccc(C)c4C)CC3)oc(=O)c3ccccc23)cc1 in Polio RdRp inh FP z-score: -0.4
# Entry of Cc1nnc(SC2CCOC2=O)n1C1CCCCC1 (stereo not given) in Polio RdRp inh FP z-score: -0.3
# Entry of CCn1cc(C(=O)N2CCN(c3ccccc3)CC2)c(=O)c2cc(S(=O)(=O)N(C)C3CCCCC3)ccc21 in Polio RdRp inh FP z-score: -6.6*
# Entry of COc1ccccc1CNC(=O)Cn1cc2c(n1)-c1c(oc(C(=O)N3CCOCC3)c1C)CC2 in Polio RdRp inh: 115
# Entry of Cc1oc(-c2ccc(Cl)cc2)nc1CN1CCCC(C(=O)N2CCN(C(=O)c3ccco3)CC2)C1 (stereo not given) in Polio RdRp inh FP z-score: -0.2
# Entry of CCC(C)N1C(=O)S/C(=C/c2ccc3c(c2)n(C)c(=O)n3C)C1=O (stereo not given) in Polio RdRp inh: 98

# Remaining list, next part
SMILES,Polio RdRp inh,Polio RdRp inh FP z-score
CC(C)CN(CCNC(=O)CCN1N=C(c2ccccc2)CCC1=O)CC(C)C,104,-0.3
COc1ccc(CN2CCCC2C(=O)Nc2ccc(OC)c(OC)c2)cc1OC (stereo not given),99,-0.4
CCOc1cccc(=NC2CCCCC2)c2c(C)n(C)c(C)c12,95,-1.4
N#Cc1ccc(C#CCOC(=O)c2ccccc2)cc1,106,0.5
O=C(CN(C(=O)c1csnn1)c1ccccc1)NCc1ccc2c(c1)OCO2,102,0.1
CCOC(=O)c1ccc2nc(C(F)(F)F)nc(N3CCc4ccccc4C3)c2c1,101,0
CC(=O)Nc1cccc(NC(=O)C(=O)NCCc2csc3nc(-c4ccccc4F)nn23)c1,105,-0.3
O=C(CCSCc1ccc(Cl)cc1)Nc1ccc(F)cc1,102,0
COc1ccc(NC(=O)C2=C(C)Nc3ncnn3C2c2ccc(C)o2)cc1 (stereo not given),108,0.5
CCOc1ccc(NC(=O)c2c(NCc3cccc(OC)c3OC)sc3c2CCC3)cc1,108,0.4
Cc1nc(Nc2ccccc2)nc2c1ncn2-c1ccccc1,98,-0.9
CCOC(=O)C1CCN(C(=O)Cn2c(-c3cccs3)cc3cc(Cl)ccc32)CC1,114,0.7
C=CCN1C(=O)CC(N2CCOCC2)C1=O (stereo not given),101,-0.4
O=S(=O)(c1ccccc1)N1CCn2cccc2C1c1ccccc1 (stereo not given),105,0.2
Cc1ccc(/C=C/C(=O)Nc2ccc(Cl)cc2Cl)cc1,101,-0.3
S=c1[nH]nc(-c2cccs2)n1C1CCCCC1,102,0.1
CCOc1cc2c(cc1OCC)C(CC(=O)O)N(C(=O)Nc1ccc(OC)cc1)CC2 (stereo not given),100,-0.7
CC(C)=NNC(=O)c1cccc2cc[nH]c12,103,0.2
COc1ccc(F)cc1S(=O)(=O)NCC1COC2(CCCCC2)O1 (stereo not given),101,0.1
Cc1ccc(NC(=O)/C(C#N)=N/Nc2ccc(S(=O)(=O)N3CCOCC3)cc2)c(C)c1,106,0.2
CCOc1ccc(S(=O)(=O)NCCC(=O)OC2CCOC2=O)cc1 (stereo not given),106,0.5
O=C(Cn1c2c(c(-c3ccccc3Cl)cc1=O)CCC2)NCCCN1CCOCC1,101,0.4

# Compound activity deposited in PubChem BioAssay by ICCB-Longwood Screening Facility, Harvard Medical School.

# An excerpt, so the mix of outcomes need not match the whole.
